Source: PubChem BioAssay
DRD3 agonist = activates the human D3 dopamine receptor | P35462 | D3R DiscoveRx beta-arrestin cells, luminescence, 90 min | max activation, % | 0.58% of 410,000 active; in the data active = max activation above about 30%; note: 0% is about no effect; mostly tested at two doses, the higher about 12 µM
Target sequence (P35462 whole entry, looked up): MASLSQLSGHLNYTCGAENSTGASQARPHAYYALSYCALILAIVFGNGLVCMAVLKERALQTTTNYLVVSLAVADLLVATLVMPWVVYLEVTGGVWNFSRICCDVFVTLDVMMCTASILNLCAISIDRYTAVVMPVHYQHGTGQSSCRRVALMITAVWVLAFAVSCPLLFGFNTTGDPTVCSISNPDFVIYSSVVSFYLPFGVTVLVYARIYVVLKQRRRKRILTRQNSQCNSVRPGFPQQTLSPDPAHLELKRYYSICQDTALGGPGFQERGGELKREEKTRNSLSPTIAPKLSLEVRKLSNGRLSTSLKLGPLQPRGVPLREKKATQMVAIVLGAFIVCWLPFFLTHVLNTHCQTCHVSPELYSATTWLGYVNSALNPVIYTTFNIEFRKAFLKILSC
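Agonist mode: compounds and dopamine controls were applied to plated cells for 90 min at 37 degrees C after an overnight attachment at 1500 cells/well. Luminescent read-out followed 30 - 60 minutes at room temperature with DiscoveRx detection reagent.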
SW480 rerep = induces DNA re-replication in SW480 colon adenocarcinoma cells. 1.8% of 340,000 active. SW480 DNA re-replication, Hoechst DNA content imaging, 48 h. Potency, µM (titrated, usually from 46.1 µM), for inactives: at the top dose re-replication activation, most hits filed as activators; note: potency is the fitted concentration of half-maximal effect; % of control where 0% means no effect; nearly all actives have a fitted effect of over 55% in size
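Image-based read-out: total Hoechst fluorescence of nuclei (405 nm excitation, 500-530 nm emission), with hits raising the fraction of high-intensity nuclei. SW480 colon cells incubated 48 hr with compounds at 37 C.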
HT1080NT lethal = kills 2HG-producing HT-1080-NT fibrosarcoma cells; HT-1080-NT fibrosarcoma viability, CellTiter-Glo ATP luminescence, 48 h; 1.6% of 360,000 active; Potency, µM (doses to about 46.1 µM), without a hit: top-dose activity, negative = less viability, actives largely listed as cytotoxic;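 note: NT is the 2HG producing partner of a matched IDH1 knockdown line; potency is the fitted concentration of half-maximal effect; 0% = DMSO-treated cells and -100% = media-only wells without cells; nearly all actives have a fitted effect of over 55% in size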
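Read-out is CellTiter-Glo luminescence after 10 minutes at room temperature, following 48 hours' compound treatment of HT-1080-NT cells (750 cells/well, RPMI, 5% FBS, 37 degrees C).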
KB-V1 cytotox = kills drug-selected multidrug resistant KB-V1 cells; KB-V1 MDR cells viability, CellTiter-Glo, 72 h; Potency, µM (top dose mostly 46.1 µM), for the others: at the highest dose activity change, negative = cytotoxicity, hits mostly cytotoxic; 3.4% of 400,000 active; AID 1347076; note: potency is the fitted concentration of half-maximal effect; % is set by controls: 0 for no effect and ±100 for the full control effect; nearly all actives have a fitted effect of over 60% in size
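Cytotoxicity via CellTiter-Glo luminescence after 72 h compound exposure at 37 degrees C. Cells: drug-selected KB-V1 line, DMEM phenol-red free plus 10% FBS. Compounds tested at multiple concentrations; normalized data fitted to concentration-effect curves.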
IL-1B inflam inh = blocks inflammasome-driven IL-1 beta release. 4.7% of 360,000 active. THP-1 LPS/ATP IL-1B secretion, AlphaLISA, 16 h; stronger effect = lower value. activity change, % at 57.5 µM; in the data active = activity change below about -50%; inconclusive = mostly about -30% to -49%; note: % is set by controls: 0 for no effect and ±100 for the full control effect
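THP-1 cells pretreated 1 hr with compounds (up to 57.5 uM final), then stimulated with LPS (250 ng/mL final) plus ATP (1.25 mM final); secreted IL-1B measured by AlphaLISA after 16 hr, decreased signal indicating inhibition.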
KB-3-1 cytotox = kills parental KB-3-1 adenocarcinoma cells. KB-3-1 viability, CellTiter-Glo ATP luminescence, 72 h. Potency, µM (doses to about 46.1 µM), without a hit: top-dose activity change, negative = cytotoxic, hits mostly cytotoxic. 1.4% of 400,000 active; note: potency is the fitted concentration of half-maximal effect; % is set by controls: 0 for no effect and ±100 for the full control effect; nearly all actives have a fitted effect of over 60% in size
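Cells are dispensed, compounds pinned in, plates held at 37 °C for 72 h, then CellTiter-Glo is added and luminescence read after 10 minutes. Cell line: parental KB-3-1 in phenol-red-free DMEM, 10% FBS.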
HT1080 IDH1KD tx = kills HT-1080 cells with IDH1 knockdown; HT-1080 IDH1 knockdown viability, ATP luminescence, 48 h; Potency, µM (highest dose often 46.1 µM), for inactives: at the top dose activity, negative = toxicity, hits mostly cytotoxic; 2% of 360,000 active; AID 686971;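 note: potency is the fitted concentration of half-maximal effect; 0% = DMSO wells and -100% = cell-free medium wells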
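% activity derives from luminescence (CellTiter-Glo), normalised to DMSO and no-cell wells. HT-1080-IDH1KD cells, 750/well, had 48 h compound exposure at 37 °C.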
MCF10A rereplic = DNA re-replication induction in MCF 10a cells; 2.9% of 350,000 active; MCF 10A DNA re-replication, Hoechst nuclear intensity, 48 h; Potency, µM (doses to about 46.1 µM), for the others: at the highest dose activity, positive = re-replication, most hits filed as activators; note: potency is the fitted concentration of half-maximal effect; % of control where 0% means no effect; nearly all actives have a fitted effect of over 50% in size
GLP1R cytotox = cytotoxic in the GLP-1 receptor inverse agonist counter-screen; 0.13% of 410,000 active; HEK293 cAMP-luciferase reporter cells, luminescence, 24 h; Potency, µM (top dose mostly 38.3 µM), without a hit: at the highest dose activity change, negative = inhibition, hits mostly inhibitors;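 note: loss of luciferase light is scored as toxicity; potency is the fitted concentration of half-maximal effect; % is set by controls: 0 for no effect and ±100 for the full control effect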
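MLSMR compounds, 24 hr on cells at 37 deg C/5% CO2; luminescence after luciferase reagent (12 min RT). Inhibition counted as the undesired cytotoxic outcome.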
* marks the source's active call; other numbers are inactive results; i = inactive; ? = inconclusive; nt = no result given; & = joins results of further samples; [ ] = remark or other dose. Unless noted, calls come from the whole dose curve; as a rule, active = well fitted curve in the direction sought with a large enough effect; inconclusive = small, poorly fitted or top-dose-only effect, or another doubt; inactive = no such curve, though single readings can be large; an effect the other way counts as inactive or inconclusive.

SMILES	DRD3 agonist	SW480 rerep	HT1080NT lethal	KB-V1 cytotox	IL-1B inflam inh	KB-3-1 cytotox	HT1080 IDH1KD tx	MCF10A rereplic	GLP1R cytotox
COc1cc(CN2CCN(CC3CC3)CC2CCO)cc(OC)c1 (stereo unspecified)	0	-4%	9%	0%	13	8%	13%	0%	-10%
C/C(=N\NC(=O)c1nnn(-c2nonc2N)c1CSc1ccc(Cl)cc1)c1ccco1	-7	-2%	0%	2%	-3	1%	-2%	-15%	3%
O=C(N=C1SC2CS(=O)(=O)CC2N1c1ccc(Cl)c(Cl)c1)C1CCCO1 (stereo unspecified)	-6	?	-1%	?	14	16%	1%	1%	1%
N#Cc1cc([N+](=O)[O-])ccc1NC(=O)COC(=O)C1CCC(=O)N1 (stereo unspecified)	1	-2%	15%	11%	-6	2%	18%	-6%	-5%
CC(C)(C)OC(=O)C[C@@H]1C/C=C\C[C@@H](CC(=O)N[C@@H](CO)Cc2ccccc2)C(=O)NCCOC1=O	-9	1%	1%	0%	-18	0%	-1%	2%	-1%
Cc1ccc(Cc2cnc(NC(=O)c3ccco3)s2)cc1	-13	18%	-15%	18µM*	2	6%	-5%	15%	4%
OCCNCCCCCOc1ccc(F)cc1	-15	0%	4%	1%	7	-4%	16%[9.24 µM]	18%	-11%
O=C1C(=O)N(c2ccccc2)C(c2ccccc2[N+](=O)[O-])/C1=C(\O)c1ccccc1 (stereo unspecified)	0	4%	-21%	3%	0	6%	-12%	0%	-2%
C[C@H](NC(=O)Cn1cncn1)c1ccccc1	2	-2%	?	2%	1	-14%	18%	-4%	-14%
CC(C)(O)CN(CCCNC(=S)Nc1ccccc1)C(=S)Nc1ccccc1	-7	-1%	1%	?	-1	1%	7%	0%	3%
O=C1C(C2=C(O)c3ccccc3C2=O)=Nc2ccccc21	-1	?	-27%	7.3µM*	-93*	?	?	23µM*	0%
O=C(CSC1=NC(=O)C(c2ccccc2)C(=O)N1)Nc1cccc(Cl)c1 (stereo unspecified)	-3	-3%	19%	?	-8	22%	16%	14%	8%
CCCc1c(C(=O)N/N=C(\C)c2ccc(CC(C)C)cc2)nnn1-c1nonc1N	-6	nt	-3%	2%	4	-2%	-18%	nt	-12%
CCOC(=O)CSCC(=O)Nc1c(C(=O)C2CC2)oc2ccccc12	0	2%	11%	12%	8	11%	14%[9.24 µM]	8%	2%
Cc1cccc(NCC(=O)N/N=C/c2ccc(Br)cc2)c1	9	?	-17%	?	-27	?	-9%	?	-9%
O=C(NNC(=O)c1cc(OCC(F)(F)F)ccc1OCC(F)(F)F)c1cccc(C(F)(F)F)c1	-2	0%	-10%	?	?	?	-14%	?	-11%
COc1ccc(Br)cc1C1SCCN1S(C)(=O)=O (stereo unspecified)	2	-7%	-3%	18%	0	18%	1%	-1%	-1%
CCc1cc2c(SCc3ccc(C(=O)OC)o3)ncnc2s1	7	17%	14%	4%	13	-6%	17%	28%	-10%
Cc1cc(C)nc(-n2nc(C)c(C3(O)C(=O)Nc4ccc(F)cc43)c2N)n1 (stereo unspecified)	-2	-5%	15%	-13%	23	-3%	12%	-2%	22%
CN(C)c1ccc(NC(=O)CN2C3CCCC2CC(NC(=O)c2ccccc2)C3)cc1 (stereo unspecified)	3	-7%	-21%	-21%	-11	-3%	0%	7%	5%
O=C(Nc1cccc(F)c1)Nc1ccc2c(c1)C(=O)OC2	-5	-14%	11%	-5%	-24	-1%	0%	25%	8%
COc1ccc(N(CC(=O)Nc2cc(OC)ccc2OC)S(=O)(=O)c2c(C)noc2C)cc1	-13	-9%	-7%	?	10	18µM*	-26%	0%	-12%
NCC(c1ccccc1)(c1ccccc1)c1ccccc1	-8	?	?	21µM*	i	?	?	18%	-18%
COc1ccc(CCN2C(=O)CN=C2Nc2ccc(F)cc2)cc1OC	-4	-6%	3%	-13%	0	-3%	4%	-2%	-5%
CCCc1nn2c(=O)cc(CSCC(=O)Nc3ccc(C)cc3)nc2s1	-12	-3%	0%	?	-4	25%	10%	-2%	-2%
(cont.)
SMILES	DRD3 agonist	SW480 rerep	HT1080NT lethal	KB-V1 cytotox	IL-1B inflam inh	KB-3-1 cytotox	HT1080 IDH1KD tx	MCF10A rereplic	GLP1R cytotox
CC(Oc1ccccc1)C(=O)Nc1nnc(C2CCCCC2)s1 (stereo unspecified)	0	-15%	7%	?	0	5%	6%	27%	-9%
O=C1C[C@@H]2c3c(cccc3CN1Cc1ccccc1Br)C[C@@H](O)[C@H]2O	-12	-7%	3%	8%&1%	-4	-7%&7%	0%	?	4%
COc1ccccc1NC(=O)Cn1c(=O)n(Cc2ccccc2)c(=O)c2c3c(sc21)CN(C(C)=O)CC3	-12	nt	nt	?	nt	2%	nt	nt	20%
COc1ccc(C(=O)COC(=O)CN2C(=O)NC3(CC(C)CC(C)(C)C3)C2=O)c(OC)c1 (stereo unspecified)	1	0%	0%	12%	-3	7%	2%	4%	6%
Clc1nc2ccccc2cc1-c1nnn(-c2ccccc2)n1	-9	0%	10%	1%	36	0%	0%	?	0%
COc1cc(C(=O)N2CCN(CCCc3ccccc3)CC2)cc(OC)c1OC	-2	-3%	28%	3%	24	-7%	23%	-12%	15%
O=S(=O)(NCC1CCCO1)c1cnc(Cl)c(Br)c1 (stereo unspecified)	6	-7%	8%	-6%	nt	1%	2%	-4%	11%
CCCCCCSc1ccc(-c2nc3ccc(Cl)cn3c2NCCCC)cc1OC	13	-4%[9.22 µM]	1%&-8%	13%&-35%	-15	7%	3%&-12%	?	41%[activator]
N/C(Cc1ccc([N+](=O)[O-])cc1)=N\OC(=O)COc1ccccc1Cl	-8	-3%	2%	-9%	0	20%	9%	7%	2%
O=C1CC(c2ccccc2)c2c(O)cc(O)cc2O1 (stereo unspecified)	-3	-6%	-3%	24%	2	8%	-5%	14%	-4%
CC1(C)C(=O)N(c2ccccc2Cl)C(=O)c2ccccc21	-12	-2%	15%	-2%	-6	-4%	9%	0%	4%
Cc1ccc(S(=O)(=O)N2N=C3CCCCC3C2(O)C(F)(F)F)cc1 (stereo unspecified)	-4	-9%	16%	0%	?	1%	28%	-4%	-9%
COC(C/C=C/[C@@H](O)[C@H](C)OCc1ccccc1)OC	6	-38%[inhibitor][9.22 µM]	20%	2%	0	2%	13%	-4%	3%
CC(C)C[C@H]1CNC(=S)N1C[C@H]1CCCN1C[C@H](Cc1ccccc1)N1C[C@H](Cc2ccc(O)cc2)N(CC2CCCCC2)C1=S	13	nt	15µM*	?	?	?	16µM*	nt	-15%
CC(=O)Nc1cccc(NC(=O)c2ccc(C)c([N+](=O)[O-])c2)c1	-5	4%	2%	-14%	-24	2%	10%	-5%	-12%
CC(O)CNc1ccc([N+](=O)[O-])cc1S(=O)(=O)N1CCOCC1 (stereo unspecified)	3	-1%	0%	-2%	-1	0%	-2%	17%	6%[7.66 µM]
COc1ccc(NCc2cccn2-c2nnc(N3CCCCC3)s2)cc1OC	6	nt	nt	8%	nt	-3%	nt	nt	-8%
Cc1ccc(C(=O)CN(CCCC(N)=O)S(=O)(=O)c2ccc([N+](=O)[O-])cc2)cc1	-1	-13%	1%	0%	16	2%	-1%	27%	-7%
Cc1cc(C)n2nc(SCc3cccc(S(=O)(=O)N(C)C)c3)nc2n1	3	2%	3%	-15%	31	-15%	1%	6%	1%

By substructure: the entries above with a Cl atom (eight)
SMILES	DRD3 agonist	SW480 rerep	HT1080NT lethal	KB-V1 cytotox	IL-1B inflam inh	KB-3-1 cytotox	HT1080 IDH1KD tx	MCF10A rereplic	GLP1R cytotox
C/C(=N\NC(=O)c1nnn(-c2nonc2N)c1CSc1ccc(Cl)cc1)c1ccco1	-7	-2%	0%	2%	-3	1%	-2%	-15%	3%
O=C(N=C1SC2CS(=O)(=O)CC2N1c1ccc(Cl)c(Cl)c1)C1CCCO1 (stereo unspecified)	-6	?	-1%	?	14	16%	1%	1%	1%
O=C(CSC1=NC(=O)C(c2ccccc2)C(=O)N1)Nc1cccc(Cl)c1 (stereo unspecified)	-3	-3%	19%	?	-8	22%	16%	14%	8%
Clc1nc2ccccc2cc1-c1nnn(-c2ccccc2)n1	-9	0%	10%	1%	36	0%	0%	?	0%
O=S(=O)(NCC1CCCO1)c1cnc(Cl)c(Br)c1 (stereo unspecified)	6	-7%	8%	-6%	nt	1%	2%	-4%	11%
CCCCCCSc1ccc(-c2nc3ccc(Cl)cn3c2NCCCC)cc1OC	13	-4%[9.22 µM]	1%&-8%	13%&-35%	-15	7%	3%&-12%	?	41%[activator]
N/C(Cc1ccc([N+](=O)[O-])cc1)=N\OC(=O)COc1ccccc1Cl	-8	-3%	2%	-9%	0	20%	9%	7%	2%
CC1(C)C(=O)N(c2ccccc2Cl)C(=O)c2ccccc21	-12	-2%	15%	-2%	-6	-4%	9%	0%	4%
